# High-throughput results as filed in PubChem BioAssay.
# MKP-3 inhibition – MKP-3 phosphatase inhibitors, primary screen, biochemical, rat enzyme, in vitro (AID 425). hit rate 0.17% among 110,000. inhibition, % at 20 µM; hits with a dose series show IC50 in µM. recombinant MKP-3 phosphatase activity, fluorescence; higher % means a stronger effect; in the data active means inhibition above about 50%;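 further: plate controls were vehicle for no effect and reference inhibitor for full effect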
# Hsp70 displacement – small molecules displacing fluorescent ligand from Hsp70 – biochemical, fluorescence polarization, primary screen (AID 583); hit rate 0.06% among 140,000; displacement, % at 20 µM, or IC50 in µM where a hit was titrated; Hsp70 fluorescence polarization probe displacement, mP; higher % means a stronger effect; in the data active means displacement above about 50%;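 further: plate controls were vehicle for no effect and reference ligand for full effect; a part of the inactive calls stands beside numbers as strong as those of hits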
# * = called active by the depositor; nt = not tested or not shown; & = joins results of further samples.
canonical_smiles	MKP-3 inhibition	Hsp70 displacement
O=C(/C=C/c1ccco1)Nc1ccccc1C(=O)O	1.7%	6.0%
COc1cc(CNc2ccc(C)c(C)c2)cc(OC)c1OC	-3.3%&-0.6%	3.3%&1.5%
O=C(Nc1cccc(F)c1)c1ccc([N+](=O)[O-])cc1	-0.9%	0.2%
CC1=CC(C)(C)N2C(=O)C3(N=C(N)NC(Nc4ccccc4)=N3)c3cc(C)cc1c32 (stereo not drawn)	-10.9%	2.7%
O=c1c(-c2ccnn2-c2ccc(F)cc2)cnc2n1CCS2	nt	-4.4%
NC(=O)c1sc2nc3c(c(-c4ccco4)c2c1N)CCC3	-0.4%	16.6%
COc1ccc(Oc2coc3cc(OC(=O)c4ccco4)ccc3c2=O)cc1	5.8%	3.2%
Cn1cccc1CN1CCN(C(=O)c2ccccc2F)CC1	1.5%	-3.8%
CCn1cc(C(=O)N2CCc3ccccc3C2)c(=O)c2cc(S(=O)(=O)N3CCCCC3)ccc21	nt	12.0%
O=C1/C(=C\c2cc(Cl)c(O)c(Cl)c2)SC(=S)N1Cc1ccccc1	-3.7%	-166.3%

# Later entries.
canonical_smiles	MKP-3 inhibition	Hsp70 displacement
COc1ccc(C(=O)NCc2nc3ccccc3[nH]2)cc1OC	-2.7%	2.7%
O=[N+]([O-])c1ccc(/C=N/n2cnnc2SCc2ccccc2)cc1	3.6%	-2.5%
O=C1c2oc3ccccc3c(=O)c2C(c2cccc(O)c2)N1CCCN1CCOCC1 (stereo not drawn)	-3.6%	0.5%
CCCCc1ccc(NC(=O)OC)cc1	-0.5%	5.3%
Nc1nncn1C(=O)c1ccccc1Cl	-15.5%	5.5%
CCOC(=O)c1c(NC(=O)c2ccc(OC)c(OC)c2)sc(C(=O)Nc2ccccc2F)c1C	1.4%	0.6%
CCCCc1nnc(SCc2ccc(OCC)cc2)n1N	-7.7%	-2.5%
CCN1CCN(CC(=O)Nc2ccc(Cl)c(Cl)c2)C(=O)C1=O	-4.2%	-3.7%
N#C/C(=C/c1ccc(Br)o1)C(N)=O	nt	2.5%
CCC(=O)NCCN=Cc1ccc(Cl)cc1Cl	0.4%	-4.0%

# Looked up by compound from above:
canonical_smiles	MKP-3 inhibition	Hsp70 displacement
Nc1nncn1C(=O)c1ccccc1Cl	-15.5%	5.5%
CCOC(=O)c1c(NC(=O)c2ccc(OC)c(OC)c2)sc(C(=O)Nc2ccccc2F)c1C	1.4%	0.6%
O=[N+]([O-])c1ccc(/C=N/n2cnnc2SCc2ccccc2)cc1	3.6%	-2.5%
CCN1CCN(CC(=O)Nc2ccc(Cl)c(Cl)c2)C(=O)C1=O	-4.2%	-3.7%

# Further structures follow:
canonical_smiles	MKP-3 inhibition	Hsp70 displacement
Cc1ccc(-c2nnc(CSc3nnc(COc4ccccc4)n3-c3ccc(C)cc3)o2)cc1	-0.7%	3.2%
CCCCN(C)C/C(O)=C(\C#N)c1nc(-c2ccccc2)cs1	nt	4.3%
O=C(CCC1CCCCC1)Nc1ccc([N+](=O)[O-])cn1	1.0%	0.1%
CSc1nnc(COc2ccc(C)cc2)n1N	nt	2.7%
O=C(O)c1ccc(CS(=O)(=O)c2cccc(C(F)(F)F)c2)o1	3.5%	-0.2%
CCN1C(=O)c2cccc3c(S(=O)(=O)NCc4cccnc4)ccc1c23	nt	6.4%
O=c1c2ccccc2nc2ccc(NCc3ccco3)nn12	7.9%	10.7%
O=C(CN1CCN(S(=O)(=O)c2ccc(Br)cc2)CC1)Nc1ccc2c(c1)OCCO2	-5.3%	-2.5%
Cc1ccc(-n2nc3ccc(NC(=O)c4ccco4)cc3n2)cc1	-2.0%	0.3%&-0.7%
CC1(C)Cc2c(sc(/N=C/N3CCOCC3)c2C#N)C(C)(C)N1	-12.3%	1.1%

# Next part:
canonical_smiles	MKP-3 inhibition	Hsp70 displacement
Cc1ccc(/C=C2N=C(/C=C/c3ccccc3)OC/2=O)s1	6.4%	-7.5%
CC1=C(C(N)=O)C(c2ccc(C)cc2)N=C(SCc2ccc(F)cc2)N1 (stereo not drawn)	-0.3%	-3.2%
C/C=C/COC(=O)C1=C(C)NC(=O)NC1c1cc(Cl)c(O)c(OC)c1 (stereo not drawn)	0.0%	-3.2%
COc1ccc(C(=O)CSc2nnc(-c3cccnc3)n2Cc2ccco2)cc1	-2.8%	-0.3%
CCOc1ccccc1NC(=O)c1c(NC(=O)c2ccco2)sc2c1CCC(C)C2 (stereo not drawn)	2.4%	3.6%
CCn1ncc(CNC(=O)CCCSc2nc(-c3ccco3)cc(C(F)(F)F)n2)c1C	nt	-0.8%
CCCCNc1nc(-c2ccccc2)nc(-n2ccnc2)n1	nt	-4.9%
COc1cccc(CNn2cnnc2)c1OCc1ccccc1F	-8.9%	-1.6%
Cc1ccc(S(=O)(=O)Nc2ccccc2CNc2c(C)n(C)n(-c3ccccc3)c2=O)cc1	-3.9%	8.1%
COc1cc(/C=C2\C(=O)NC(=O)N(c3ccc(C)cc3)C2=O)ccc1OCc1ccc(C(=O)O)cc1	3.5%	-4.5%

# Additional results:
canonical_smiles	MKP-3 inhibition	Hsp70 displacement
COc1ccc(C(=O)c2oc3nc(C)cc(C)c3c2N)cc1	-2.2%	-4.5%
COC(=O)Cc1c(C)nc2nc[nH]n2c1=O	-0.8%	-3.6%
O=C(NCc1ccc2c(c1)OCO2)c1nnc(Cc2ccc(F)cc2)o1	2.3%	-2.7%
CCN(CC)C(=O)CSc1nc2ncc(Br)cc2[nH]1	-10.1%	-1.8%
CCOc1ccc(N2CC(C(=O)OC)CC2=O)cc1 (stereo not drawn)	0.0%	6.6%
CC(C)(CN)CNc1ccc([N+](=O)[O-])cc1Cl	2.0%	-1.6%
COc1cc2c(NCc3ccccc3)cc(O)c(CC(=O)Nc3ccc(Cl)cc3)c2cc1OC	5.5%	-3.7%
Cc1cc(NC(=O)Nc2cccs2)no1	-7.0%	5.7%
O=[N+]([O-])c1cccc(CN2CCN(Cc3c[nH]c4ccccc34)CC2)c1	2.8%	0.7%
N#Cc1c(N)nc2c(c1-c1ccc(F)cc1)CCCCC2	-0.1%	3.8%

# Additional structures follow.
canonical_smiles	MKP-3 inhibition	Hsp70 displacement
Cc1cc(C)n(CNc2nc(C(F)(F)F)cs2)n1	-0.2%	2.5%
C/C(=N\NC(=O)C1(C)CC1(Br)Br)c1ccc([N+](=O)[O-])cc1 (stereo not drawn)	2.6%	-0.4%
COc1ccc(NC(=O)Nc2cccc3cccnc23)cc1	-9.4%&-0.2%	0.4%&1.2%
COc1ccc(C2C=C(c3ccccc3)Nc3nnnn32)cc1 (stereo not drawn)	2.4%	-1.5%
O=C(NCc1ccccc1)c1ccccc1[N+](=O)[O-]	0.9%	-5.0%
O=C(OCC(=O)N1CCc2ccccc21)c1ccc[n+]([O-])c1	0.4%	-1.4%
CCOC(=O)c1c(C)n(C)c2ccc(OC)c(NC(=O)CN3CCSCC3)c12	3.5%	0.6%
O=C(COc1ccccc1[N+](=O)[O-])Nc1cccc(-c2nc3ccccc3o2)c1	7.5%	3.5%
CC1(C)Cc2c(c(-c3ccccc3)nc(N3CCOCC3)c2C(N)=O)CO1	nt	13.4%
COc1ccc(CC(=O)OCC(=O)NC(=O)NC2CCCCC2)cc1	-4.9%	2.8%

# Carrying on.
canonical_smiles	MKP-3 inhibition	Hsp70 displacement
O=C(O)CCC(=O)Nc1nc(-c2cccc3ccccc23)cs1	2.2%	1.3%
COc1cc(NC(=O)C(C)Oc2ccccc2)cc(OC)c1 (stereo not drawn)	1.4%	3.1%
CN1CCN(C2=C(Cl)C(=O)C(c3cnc(N4CCCCC4)s3)=C(Cl)C2=O)CC1	nt	6.4%
CC(C(=O)NC1CCCCCC1)N(c1ccccc1)S(C)(=O)=O (stereo not drawn)	-2.2%	1.7%
CCOC(=O)c1nc(S(C)(=O)=O)ncc1Cl	-1.7%	4.9%
O=C(c1cccs1)N1CCC(c2nc3c(nnn3Cc3ccccc3)c(=O)[nH]2)CC1	-13.2%	-3.6%
Cc1ccc(C(=O)NC(NC(=S)Nc2cccc3ccccc23)C(Cl)(Cl)Cl)cc1 (stereo not drawn)	-1.8%	-0.4%
COc1ccc(-c2noc(CN3CCCCC3)n2)cc1OC	nt	0.6%
COC1CCCCC1Nc1cccc(SC)c1 (stereo not drawn)	1.9%	1.1%
c1cncc(CN2CCN(Cc3ccco3)CC2)c1	-1.1%	-2.0%

# Following part.
canonical_smiles	MKP-3 inhibition	Hsp70 displacement
Cn1c2c(c(=O)n(C)c1=O)C(c1cccc(Br)c1)C1C(=O)c3ccccc3C1=N2 (stereo not drawn)	-8.2%	3.4%
O=S(=O)(c1cccc2ccccc12)n1nnc2ccccc21	-1.0%	1.3%&4.0%
CC1=NN(c2cccc(C(=O)O)c2)C(=O)/C1=C\c1cccs1	3.9%	0.8%
CCCOC(=O)c1ccc(NC(=S)Nc2ccc(F)cc2)cc1	6.6%	3.0%
Cc1ccc(S(=O)(=O)n2ccnc2)cc1C	-9.3%	-1.5%
Cc1cc(C)n(-c2nc3ccccc3n3cnnc23)n1	0.3%	-1.8%
Cc1nn2cc(-c3ccccc3)nc2[nH]c1=O	nt	1.8%
COc1ccc(Cn2nnnc2C(c2ccccn2)N2CCN(c3cc(Cl)ccc3C)CC2)cc1 (stereo not drawn)	9.2%	nt
N#Cc1nc(-c2ccc(OCc3ccccc3)cc2)oc1NCCN1CCOCC1	-3.0%	0.4%
O=C(/C=C/c1ccco1)Nc1ccc(-c2nc3ncccc3o2)cc1	6.0%	-3.0%

# Molecules listed so far that have bromine, in the order listed:
canonical_smiles	MKP-3 inhibition	Hsp70 displacement
N#C/C(=C/c1ccc(Br)o1)C(N)=O	nt	2.5%
O=C(CN1CCN(S(=O)(=O)c2ccc(Br)cc2)CC1)Nc1ccc2c(c1)OCCO2	-5.3%	-2.5%
CCN(CC)C(=O)CSc1nc2ncc(Br)cc2[nH]1	-10.1%	-1.8%
C/C(=N\NC(=O)C1(C)CC1(Br)Br)c1ccc([N+](=O)[O-])cc1 (stereo not drawn)	2.6%	-0.4%
Cn1c2c(c(=O)n(C)c1=O)C(c1cccc(Br)c1)C1C(=O)c3ccccc3C1=N2 (stereo not drawn)	-8.2%	3.4%

# (further entries)
canonical_smiles	MKP-3 inhibition	Hsp70 displacement
COc1ccc(CC(=O)Nc2cccc(I)c2)cc1OC	3.0%	-1.7%
CCCNC(=O)Nc1ccc2c(c1)nc(C)n2C	nt	-0.2%
Cc1nnc(NC(=O)C(Sc2ccccc2)c2ccccc2)s1 (stereo not drawn)	0.2%	3.5%
CC(C)CC1NC(=O)N(CC(=O)N2CCN(S(=O)(=O)c3ccccc3)CC2)C1=O (stereo not drawn)	nt	-2.0%
CCCc1[nH]nc2c1C(c1cccnc1)C(C#N)=C(N)O2 (stereo not drawn)	-2.0%	1.4%
Cc1ccc(OCC(=O)Nc2ccc(O)c(-c3nc4ccccc4o3)c2)cc1	-8.0%	-1.6%
COC(=O)c1ccccc1NC(=O)C1CCN(S(=O)(=O)c2cc(C)ccc2OC)CC1	-1.1%	5.8%
CCCn1c(SCc2nc(-c3cccs3)no2)nnc1-c1ccncc1	2.9%	-2.0%
COCCn1c(SCC(=O)Nc2nnc(C)s2)nnc1-c1cc2ccccc2cc1O	-10.5%	2.4%
Cn1c(=O)[nH]c(=O)c2c1nc(CN1CCOCC1)n2CCCc1ccccc1	-6.8%	0.2%

# Next section
canonical_smiles	MKP-3 inhibition	Hsp70 displacement
COc1ccccc1/C=C1\SC(=S)N(NC(=O)c2ccc([N+](=O)[O-])cc2)C1=O	0.1%	4.2%
O=C(O)CCC(=O)Nc1ccc(N2CCCCCC2)cc1	-14.1%	-1.9%
CCCOCc1ccc(O)c2ncccc12	2.4%	2.6%
COC(=O)Nc1ncc(CN2CCc3ccccc3C2)s1	6.7%	1.5%
COC(=O)Cn1c2ccccc2n2nc(C)nc12	3.7%	-0.3%
O=C(NCC(=O)N(Cc1cccs1)C(C(=O)NC1CCCCC1)c1cccnc1)c1ccco1 (stereo not drawn)	nt	0.9%
O=C(Cc1ccccc1)N1CCCC(c2nc(-c3cccs3)no2)C1 (stereo not drawn)	-12.5%	1.0%
CCOC(=O)N1CCC(N2Cc3cccc(C(=O)Nc4ccc(CC)cc4)c3C2=O)CC1	nt	7.5%
C=C(Cl)COC(=O)[C@H]1C2C=CC(C2)C1C(=O)O (stereo partly drawn)	-1.7%	2.8%
Cc1nn(C)c(C)c1N=Cc1c(O)ccc2ccccc12	-7.6%&-1.4%	7.4%&-0.1%

# Remaining list, next part:
canonical_smiles	MKP-3 inhibition	Hsp70 displacement
CCn1c2ccccc2c2nnc(SCC(=O)NC(CC(C)C)C(=O)OC)nc21 (stereo not drawn)	8.1%	-0.7%
CC/C(=N/Nc1ccccc1Cl)c1cnnc(-c2ccccc2)n1	nt	-0.7%
O=C1c2ccccc2NC(c2cccc(F)c2)N1Cc1ccco1 (stereo not drawn)	-0.8%	-3.1%
O=C1N/C(=N/N=C/c2ccccc2)SC1(c1ccccc1)c1ccccc1	nt	-3.3%
O=S(=O)(c1ccc(Br)s1)N1CCCCC1	-2.5%	-4.4%
Cc1cc(-c2ccccc2)nc(N(C)NC(=O)c2c(F)cccc2F)c1S(C)(=O)=O	nt	-4.9%
CC(C)(C)c1ccc(C2=N/C(=C\c3ccc(C#N)cc3)C(=O)O2)cc1	8.9%	-0.1%
O=C(NCc1ccco1)c1cccc(S(=O)(=O)N2CCOCC2)c1	-10.9%	5.6%
COc1cc(C2NC(=S)NC(C)=C2C(=O)Nc2cccc(C)c2)cc(OC)c1OC (stereo not drawn)	0.3%	2.4%
COC(=O)c1cc(Br)c(=O)n(-c2cccc(F)c2)c1	nt	-3.7%

# Further entries
canonical_smiles	MKP-3 inhibition	Hsp70 displacement
CCOC(=O)c1c(N)sc(C(=O)OC(C)(C)C)c1C	4.7%	-2.0%
Cc1nc(CNS(=O)(=O)c2ccccc2F)cs1	-8.9%	1.7%
O=C(CSc1ncccn1)N/N=C/c1ccccc1Cl	0.2%	0.1%
CCOC(=O)c1sc(Nc2cccc(C)c2C)nc1C	nt	5.6%

# An excerpt (hit frequency here may not be typical).
